Screens: PubChem BioAssay, several laboratories
GLD-1 RNA inh = GLD-1/TGE RNA complex disruptors, primary screen, biochemical, fluorescence polarization; Female germline-specific tumor suppressor gld-1 (Caenorhabditis elegans), Q17339; purified GLD-1 + fluorescein TGE RNA; inhibition, % at 5.96 µM; hit rate 0.44% among 320,000;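 active means percent inhibition above a per-plate cutoff, the plate mean of test compounds plus 3 SD, cut at about 30% in these data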;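 further: 0% = DMSO wells with GLD-1 and probe and 100% = wells lacking GLD-1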
Target sequence (Q17339 whole entry, looked up): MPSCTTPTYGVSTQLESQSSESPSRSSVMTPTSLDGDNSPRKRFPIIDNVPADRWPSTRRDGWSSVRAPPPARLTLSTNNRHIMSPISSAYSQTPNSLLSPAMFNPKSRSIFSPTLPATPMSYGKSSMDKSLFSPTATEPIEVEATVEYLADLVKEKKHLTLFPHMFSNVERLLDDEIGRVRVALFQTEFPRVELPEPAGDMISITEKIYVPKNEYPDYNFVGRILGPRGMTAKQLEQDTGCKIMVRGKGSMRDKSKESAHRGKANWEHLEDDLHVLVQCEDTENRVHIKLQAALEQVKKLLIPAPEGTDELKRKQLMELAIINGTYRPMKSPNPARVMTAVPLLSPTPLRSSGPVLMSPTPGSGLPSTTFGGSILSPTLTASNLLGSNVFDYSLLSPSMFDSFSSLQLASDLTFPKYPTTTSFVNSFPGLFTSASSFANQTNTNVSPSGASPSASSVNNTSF
AHR activator = AHR activators, primary screen, cell-based, luminescence, luciferase reporter, human; hit rate 2.5% among 320,000; AHR-responsive luciferase reporter cells; activation, % at 5 µM; Aryl hydrocarbon receptor (Homo sapiens), P35869; AID 2796, 2010; in the data active means activation above about 47%;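 further: 0% = vehicle wells and 100% = reference agonist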
PME-1 inh = PME-1 inhibitors via competitive probe labeling, primary screen, biochemical, fluorescence polarization, FP-Rh probe, HTS | Protein phosphatase methylesterase 1 (Homo sapiens), Q9Y570 | recombinant PME-1 | inhibition, % at 5.9 µM | hit rate 0.53% among 320,000;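 active means inhibition above the campaign mean of all compounds plus 3 SD, cut at about 26% in these data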;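 further: competitive labeling of PME-1 active site by serine hydrolase directed probe; 0% = PME-1 with DMSO and 100% = wells lacking PME-1 enzyme; inhibitors block probe labeling so polarization falls and inhibition rises; many of its hits are not listed in these tables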
Target sequence (Q9Y570 whole entry, looked up): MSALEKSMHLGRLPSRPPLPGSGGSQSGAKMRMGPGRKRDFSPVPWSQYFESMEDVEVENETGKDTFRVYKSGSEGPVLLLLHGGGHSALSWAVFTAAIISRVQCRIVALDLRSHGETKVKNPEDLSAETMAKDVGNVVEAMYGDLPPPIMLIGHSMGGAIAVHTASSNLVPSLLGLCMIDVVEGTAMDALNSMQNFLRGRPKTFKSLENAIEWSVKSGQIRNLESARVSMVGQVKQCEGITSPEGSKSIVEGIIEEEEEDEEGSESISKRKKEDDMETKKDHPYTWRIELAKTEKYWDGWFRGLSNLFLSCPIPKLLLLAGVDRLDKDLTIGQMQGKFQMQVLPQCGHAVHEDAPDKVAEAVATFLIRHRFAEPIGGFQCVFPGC
PAFAH1B2 FP inh = PAFAH1B2 enzyme inhibitors, primary screen, biochemical, fluorescence polarization, human; recombinant PAFAH1B2, FP-rhodamine activity probe; inhibition, % at 3.39 µM; hit rate 1.2% among 340,000;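 active means inhibition above the mean of all tested compounds plus 3 SD, cut at about 24% in these data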;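 further: 0% = enzyme with DMSO and 100% = wells lacking PAFAH1B2; many of its hits are not listed in these tables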
Target sequence (P68402 whole entry, looked up): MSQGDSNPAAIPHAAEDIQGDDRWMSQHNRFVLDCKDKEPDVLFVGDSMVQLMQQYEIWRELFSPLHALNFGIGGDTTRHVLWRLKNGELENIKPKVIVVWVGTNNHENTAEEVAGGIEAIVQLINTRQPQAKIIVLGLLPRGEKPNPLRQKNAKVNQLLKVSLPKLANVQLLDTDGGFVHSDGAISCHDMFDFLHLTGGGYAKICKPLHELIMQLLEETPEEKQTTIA
Fam108B inh = mouse Fam108B serine hydrolase inhibitors, primary screen, counter-screen for RBBP9 inhibitor project, biochemical, fluorescence polarization; inhibition, % at 9.51 µM; AID 1947, 2009; recombinant Fam108B, FP-Rh probe fluorescence polarization; hit rate 0.33% among 300,000;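 active means inhibition above the screen mean inhibition plus 3 SD, computed separately per campaign, cut at about 18% in these data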;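 further: inhibitors lower polarization as less probe binds the enzyme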
BCLXL inh = inhibitors of human Bcl-xL, primary screen, biochemical, fluorescence polarization, HTS; Bcl-2-like protein 1 (Homo sapiens), Q07817; GST-Bcl-xL / FITC-Bim BH3 peptide fluorescence polarization; inhibition, % at 10.9 µM; hit rate 0.7% among 320,000;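 active means inhibition above the mean of all tested compounds plus 3 SD, cutoff set per campaign, cut at about 30% in these data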;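 further: 0% = DMSO wells and 100% = unlabeled Bim-BH3 peptide competitor; inhibitors lower millipolarization by displacing the labeled peptide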
MEX-5 binding = MEX-5 zinc finger RNA-binding disruptors – biochemical, C. elegans, fluorescence polarization, MLPCN library, primary screen. Zinc finger protein mex-5 (Caenorhabditis elegans), Q9XUB2. MEX-5/FITC-TCR2 RNA binding; hits give low values. activity score (negative = inhibition of binding), % at 10 µM. hit rate 0.38% among 300,000;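 active means inhibition past about -25% in most replicates, and total fluorescence under double the plate's negative control median, limit read from the data; inconclusive means replicates evenly split on the limit, or fluorescence at least double controls; inactive means too little inhibition in most replicates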;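 further: 0% = DMSO and -100% = 5 µM competing unlabeled TCR2 RNA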
pPAFAH inh = pPAFAH enzyme inhibitors, primary screen, biochemical, fluorescence polarization, human | recombinant pPAFAH, FP-rhodamine probe fluorescence polarization | AID 463082, 2010 | Platelet-activating factor acetylhydrolase (Homo sapiens), Q13093 | inhibition, % at 3.39 µM | hit rate 1.5% among 330,000;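 active means inhibition above the mean inhibition across the screen plus 3 SD, cut at about 25% in these data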;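 further: inhibitors block binding of the rhodamine activity-based probe so polarization drops; 0% = enzyme with DMSO and 100% = wells lacking pPAFAH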
MCL1 BIM primary = inhibitors of MCL1 binding to BIM-BH3, primary screen, biochemical, fluorescence polarization; GST-MCL1 / FITC-Bim-BH3 fluorescence polarization; Induced myeloid leukemia cell differentiation protein Mcl-1 (Homo sapiens), Q07820; hit rate 0.68% among 320,000; inhibition, % at 10.9 µM; AID 2057, 2009;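 active means inhibition above the mean inhibition of all tested compounds plus 3 SD, set per campaign, cut at about 40% in these data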;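 further: 0% = DMSO wells and 100% = unlabeled Bim-BH3 peptide control; higher means more loss of mP so more displacement of Bim peptide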
The depositor's hits bear a star; u = inconclusive; x = no result given. The list is partial; rates above refer to the full screens.

SMILES	GLD-1 RNA inh	AHR activator	PME-1 inh	PAFAH1B2 FP inh	Fam108B inh	BCLXL inh	MEX-5 binding	pPAFAH inh	MCL1 BIM primary
CCc1ccc(NC(=O)Cn2cnc([N+](=O)[O-])c2)cc1	-4.8	-0.7	5.1	0.3	0.8	-0.6	-0.3	-6.3	-6.5
CCNC(=O)CC1C(=O)N(CC)C(=S)N1NC(=O)c1cccnc1 (stereo unspecified)	0.5	-0.7	0.6	1.8	1.2	-1.1	0.1	1.2	0.4
CCCOc1ccc(-c2c(C(=O)N/N=C/c3cccs3)nnn2-c2nonc2N)cc1	6.6	-1.4	-3.0	2.5	0.4	3.5	1.6	7.4	0.1
Cc1cccc(C)c1NC(=O)CNC(=O)CNC(=O)Cc1cccc2ccccc12	-2.4	2.8	-1.7	-0.7	x	2.8	x	-2.2	-6.2
COc1ccc(S(=O)(=O)N2CCOCC2)cc1NC(=O)COC(=O)C1CC1C (stereo unspecified)	3.3	-1.4	-2.6	7.2	x	1.3	x	5.5	-2.9
COc1cc(/C=C/C(=O)OCC(=O)NC2CCCCCCC2)ccc1O	1.6	-1.2	x	4.9	x	x	x	26.5*	x
CCCCc1nnc(NC(=O)CSc2nc(O)c(Cc3ccccc3)c(=O)[nH]2)s1	-8.4	2.2	-6.6	0.6	-1.0	0.0	-1.3	0.3	4.5
COc1ccc(N(CC(=O)NC2CCCC2)C(=O)CCC(=O)Nc2nc(C)cs2)cc1OC	-7.2	-0.3	-4.2	3.7	-4.1	5.2	-0.7	4.2	-4.2
CCN(C(=O)COC(=O)c1ccc(COc2ccc3c(C)cc(=O)oc3c2)cc1)C1CCS(=O)(=O)C1 (stereo unspecified)	9.7	1.8	-0.8	5.4	-4.6	-3.7	2.4	6.7	-1.2
Cc1cc(Cn2nc(C(=O)NCc3cccc(Br)c3)cc2-c2ccccc2)on1	14.4	2.1	-5.4	1.3	-5.6	0.5	x	10.1	-2.5
Cc1cc(C)n2nc(-c3ccsc3-n3c(C)ccc3C)cc2n1	-24.1	5.5	-2.8	-2.5	-2.6	-6.2	1.2	9.5	-8.5
CSc1nc2ccccc2c(=O)n1Cc1ccc(F)cc1	1.6	8.9	-2.1	1.1	0.3	3.4	1.3	3.1	-2.4
CC(C)CCNC(=S)Nc1ccc(Br)cc1	4.2	8.3	4.5	3.7	-1.6	3.8	0.9	2.0	7.0
Cc1cc(C(=O)N/N=C/C=C/c2ccc([N+](=O)[O-])cc2)n[nH]1	3.9	4.0	-1.1	2.4	4.3	5.4	-1.8	13.3	10.2
CCCCCn1c(N2CCOCC2)nc2c1c(=O)n(CC(N)=O)c(=O)n2C	4.7	7.7	1.3	6.8	-1.4	3.9	x	3.4	3.4
CCCc1cc(C(=O)N2CCCN(C)CC2)cs1	1.1	-0.9	-3.4	-2.3	-1.5	0.8	0.2	-1.6	-1.1
O=C(O)CCCCCn1c(SCC(=O)Nc2ccc(F)cc2)nc2ccsc2c1=O	-1.5	-0.7	1.7	4.9	-2.8	10.3	-0.2	-8.5	9.3
COc1ccccc1NC(=O)Cn1nnc(-c2ccccc2NC(=O)c2cc3ccccc3oc2=O)n1	1.4	16.5	-3.3	5.4	-0.7	2.6	0.7	1.9	4.2
CCN(CCO)c1nc(SC)nc2c1sc1nc(-c3ccco3)c3c(c12)CCC3	5.6	1.4	-4.6	-0.7	5.2	26.5	1.0	31.9*	38.3
Cc1cccc(CC2S/C(=N/N=C/c3ccco3)NC2=O)c1 (stereo unspecified)	-5.1	2.0	4.7	5.8	2.4	3.5	-0.5	6.9	8.6
CC(=O)SC(C)CC(=O)NCc1ccccc1 (stereo unspecified)	8.3	0.3	-3.3	0.6	7.6	-3.0	1.2	-1.8	0.6
COc1ccc(CC(=O)NCC(C)(C)N2CCOCC2)cc1	9.1	1.1	0.2	6.0	4.6	5.3	-2.2	2.4	5.1
CC(=O)Nc1ccc(S(=O)(=O)N(C)c2ccc(OCC(=O)OCC(=O)NCc3ccco3)cc2)cc1	-1.3	2.1	4.9	8.2	-0.7	2.4	0.4	4.2	-4.5
CC(=O)c1cccc(NC(=O)c2ccc(S(=O)(=O)N3CC(C)OC(C)C3)cc2)c1 (stereo unspecified)	5.5	-0.3	2.9	-6.4	x	2.0	x	5.0	-1.5
COc1ccccc1CNC(=O)CN(C)S(=O)(=O)c1ccc2c(c1)n(C)c(=O)c(=O)n2C	0.2	-2.5	3.4	-0.2	1.0	0.4	0.2	-1.0	3.0
CCc1ccc(C2=Nn3c(nnc3-c3cccs3)SC2)cc1	-0.1	-4.2	7.3	0.0	-5.9	8.5	0.0	12.6	1.3
Cc1cc(C)c2c(c1)/C(=N/NS(=O)(=O)c1ccccc1)CCC2	6.5	2.6	3.4	1.7	1.3	2.0	-1.0	18.1	-0.9
O=C(NC1CCCC1)C(c1ccccc1F)N(C(=O)Cc1cccs1)c1ccc2c(c1)OCCO2 (stereo unspecified)	2.5	3.4	2.4	-1.6	1.0	-0.1	0.8	4.0	-1.0
CCC(=O)c1ccc(OCC(O)Cn2nnc3ccccc32)cc1 (stereo unspecified)	5.6	10.1	5.6	1.4	1.9	4.4	0.5	2.9	6.5
CN(Cc1ccccc1)S(=O)(=O)c1ccc(OCC(=O)Nc2cccc([N+](=O)[O-])c2)cc1	3.8	1.1	14.8	-0.2	-3.3	-2.7	0.0	12.1	-13.1
Cc1ccc2nc(NCC(=O)NN)nc(-c3ccccc3)c2c1	11.3	4.3	-0.2	-0.6	-3.4	-2.1	-1.0	-12.4	0.1
COc1ccc(S(N)(=O)=O)cc1C(=O)OCC1CCCCC1	-0.9	0.8	-0.9	7.3	1.6	7.1	0.0	4.2	4.7
COc1ccc(-c2nc(CN3CCC(c4ccccc4)CC3)c(C)o2)cc1OC	0.2	5.0	-4.8	-1.7	-0.7	3.5	3.1	1.1	-1.4
Cc1ccc(NC(=O)CN(C)S(=O)(=O)c2cnc[nH]2)cc1C	1.3	2.9	-5.0	2.7	-2.1	2.4	0.9	5.5	3.8
COc1ccc(S(=O)(=O)N2CCc3ccccc32)cc1OC	3.7	0.0	-8.0	3.5	4.6	0.8	1.0	10.0	9.8
Nc1nc(SCC(=O)NCc2ccccc2)[nH]c(=O)c1NC(=O)c1ccccc1F	-1.1	4.3	-16.1	8.7	0.0	0.8	-1.0	-11.1	5.2
Cc1cccc(C)c1NC(=S)NCc1ccccc1	-0.2	1.2	8.5	4.7	-1.4	1.9	-1.5	2.1	8.3
Cc1cccc(OCc2n(CC(=O)OC3CC(C)CCC3C(C)C)c3ccccc3[n+]2C)c1 (stereo unspecified)	-5.1	0.1	7.5	-0.3	10.8	2.1	0.3	-0.9	4.4
Cc1ccc(N2C(=O)C3C4C=CC(C4)C3C2=O)cc1 (stereo unspecified)	6.0	0.0	-15.0	3.2	-4.7	6.0	2.0	2.7	-1.0
Cc1ccccc1-n1c(=O)n(CCc2ccccc2)c(=O)c2[nH]cnc21	1.6	2.0	2.8	1.4	1.6	-7.7	-0.1	-2.8	-1.1
CC(C)Cc1cc(C(=O)N2CCC(N3CCC(C(=O)N4CCOCC4)CC3)CC2)n[nH]1	-1.5	0.6	-5.5	0.1	3.0	3.6	1.2	4.7	5.7
O=C(CCCc1nc2ccccc2s1)NC1CCOC1=O (stereo unspecified)	4.8	2.5	-1.8	-2.9	1.6	2.5	1.1	3.4	0.8
O=S1(=O)CC(O)C(Nc2ccccc2Cl)C1 (stereo unspecified)	-1.5	1.8	-2.4	4.5	1.5	3.9	1.5	-0.3	8.1
Cc1ccccc1-c1nnn(CC(=O)NCc2ccc3c(c2)OCO3)n1	-0.8	21.5	-3.6	6.0	-1.5	-3.6	0.3	0.0	-4.2
CCOC(=O)c1ccc(CNC(=O)CSc2nnc(-c3ccncc3)o2)cc1	24.0	1.8	-1.3	3.1	1.5	7.1	1.5	3.1	8.2
CCOC(=O)C(O)(C1C(=O)CC(C)(C)CC1=O)C(F)(F)F (stereo unspecified)	3.7	0.2	1.1	-3.4	-2.3	5.2	0.6	1.5	1.2
O=C(Nc1ccccc1)N(Cc1cccnc1)Cc1ccco1	3.8	-0.9	-5.2	-0.7	0.5	3.6	-1.6	-0.1	-1.8
COc1ccc(N(C)C(=O)c2ccc3c(c2)nnn3C)cc1	-2.7	-5.5	6.0	3.2	-2.2	-0.2	2.7	-0.8	1.4
CCCc1cc(C(=O)Nc2c(C)n(C)n(-c3ccccc3)c2=O)no1	-7.3	16.5	-8.1	4.2	-1.8	2.5	1.5	-7.0	2.1
CC(=O)Nc1c(C(=O)c2ccc(F)cc2)oc2ccccc12	4.7	154.7*	-8.2	1.1	-2.6	-4.3	1.3	-1.5	-5.6
New compounds follow.
SMILES	GLD-1 RNA inh	AHR activator	PME-1 inh	PAFAH1B2 FP inh	Fam108B inh	BCLXL inh	MEX-5 binding	pPAFAH inh	MCL1 BIM primary
Cc1ccc(-c2csc3ncnc(N4CCN(c5ccccc5O)CC4)c23)cc1	3.4	3.0	-9.9	2.2	-9.7	0.9	-1.5	5.6	-1.7
COc1ccc(CCNc2nc(=S)[nH]c3cc(OC)c(OC)cc23)cc1OC	1.8	1.0	5.0	3.3	-1.0	9.4	-0.6	-0.6	9.8
Cc1c(C(=O)Nc2ccc(C(=O)O)cc2)cnn1C	3.8	0.0	-3.2	4.6	1.1	-2.1	0.1	-3.0	-4.1
Cc1nnc(SCC(=O)N2CCN(Cc3ccccc3)CC2)s1	6.2	-5.0	-2.7	3.9	-7.8	5.1	-2.2	8.2	8.6
COC(=O)C1C(=O)C2=C(CC1C)NC(C)=C(C(=O)OC(C)C)C2c1ccc(C)o1 (stereo unspecified)	4.2	45.2	4.5	4.2	0.6	-0.2	1.2	2.1	-3.6
COC(=O)CCCSc1nccn1-c1ccccc1	-1.7	-0.5	-1.1	9.5	-0.8	-6.6	-0.2	4.9	-7.3
Cc1cc(C)cc(OCC(=O)Nc2cccc(S(=O)(=O)NC3=NCCC3)c2)c1	2.5	0.7	0.5	1.4	x	-11.8	x	0.1	-15.3
COC(=O)c1ccc2c(c1)C(C)(C)C(/C=C/c1ccc(O)cc1)=[N+]2C	29.3	12.2	-313.6	-100.7	-159.3	-10.4	u	-181.2	-53.7
Cc1ccccc1-n1c(Cn2c(=O)sc3ccccc32)nnc1SC(C)C	6.0	-1.3	-2.4	7.0	0.9	1.6	1.4	0.7	-4.4
CN(Cc1ccccc1)S(=O)(=O)c1ccc(Cl)c(C(=O)NCCc2ccccn2)c1	-3.0	-0.2	8.9	6.1	2.3	1.7	-1.0	12.2	1.2
C/C(=N\Nc1ccc(F)cc1F)c1ccc(F)cc1	1.1	59.7*	-1.4	x	-1.8	14.1	-0.9	19.2	16.9
